NR2F2 inh = blocks human COUP-TFII nuclear receptor; P24468; inhibition, % at 8.6 µM; HEK293T NGFI-A luciferase reporter, luminescence; hit rate 0.7% among 370,000;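 active = inhibition above a per-plate cutoff, mean inhibition of test wells between control levels plus 3 SD, cut at about 38% in these data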;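 note: cells cotransfected with COUP-TFII expression vector driving the NGFI-A reporter; 0% = median of COUP-TF2 test wells and 100% = reporter-only cells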
NR5A2 inv ag = suppresses constitutive activity of human LRH-1; HEK293T StAR-luciferase reporter, LRH-1 transfected, 24 h; AID 602396; O00482; hit rate 0.13% among 360,000; inhibition, % at 3.6 µM;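 active = inhibition above the mean inhibition of all tested compounds plus 3 SD, cut at about 73% in these data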;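 note: 0% = DMSO wells and 100% = reporter-only cells lacking LRH-1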
EBV LMP1 NFkB = reduces LMP1-driven NF-kappaB luciferase signal; AID 504558; LMP1-induced NF-kappaB luciferase reporter cells, luminescence; inhibition, % at 12.5 µM; hit rate 0.69% among 350,000; in the data active = inhibition above about 41%;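 note: 0% = neutral control wells and 100% = reference inhibitor control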
SRC3 inh = inhibits human SRC3 coactivator. Q9Y6Q9. HEK293 GAL4-SRC3 luciferase reporter, luminescence. inhibition, % at 3.6 µM. hit rate 0.17% among 360,000. AID 588352;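 active = inhibition above a per-campaign cutoff, the mean of all compounds plus 3 SD, cut at about 60% in these data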;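 note: 0% = DMSO-treated cells and 100% = gossypol-treated cells at 36 µM; higher means less SRC3-driven luciferase light from the GAL4 reporter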
CF NFkB block = inhibitors of cystic fibrosis induced NF-kB; KKLEB NF-kB-GFP reporter, PAF-induced, GFP fluorescence overnight; inhibition, % at 5 µM; hit rate 0.86% among 360,000;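 active = at least 50% inhibition at 5 µM, scaled per plate between neutral and stimulator controls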;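 note: PAF is a Pseudomonas aeruginosa culture filtrate used as stimulus; plate controls were PAF-stimulated DMSO wells for no effect and unstimulated DMSO wells for full effect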
KKLEB cytotox = counter-screen for CF NF-kB inhibitors: cytotoxicity | KKLEB CF airway cells viability, ATPlite luminescence, overnight; hits give low values; cells stimulated with P. aeruginosa culture filtrate | activity change (cytotoxicity), % at 5 µM | hit rate 0.36% among 360,000;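 active = corrected activity change at or below -50% at 5 µM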
TWEAK-Fn14 inh = inhibitors of TWEAK-Fn14 interaction signaling. TWEAK-stimulated Fn14 reporter cells, luciferase luminescence, 8 h. inhibition, % at 10 µM. hit rate 2% among 360,000. AID 1159606; in the data active = inhibition above about 50%
TRAIL sens C8 = sensitizes caspase-8 expressing cells to TRAIL | AID 624354 | NB7+C8 cells + TRAIL, ATPlite viability luminescence | inhibition (viability loss, TRAIL sensitization), % at 10 µM | hit rate 1% among 360,000;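 active = compounds causing at least 50% loss of cell viability in the single-dose screen, relative to plate controls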
NCOA1 inh = human NCOA1 inhibition. HEK293 GAL4-SRC1 luciferase reporter, luminescence. inhibition, % at 3.6 µM. hit rate 0.12% among 360,000. AID 588354;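 active = inhibition above the campaign mean plus 3 SD, with each screening campaign given its own cutoff, cut at about 60% in these data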;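 note: 0% = DMSO treated cells and 100% = gossypol at 36 µM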
Target sequence (Q15788 whole entry, looked up, the tested form may be a part): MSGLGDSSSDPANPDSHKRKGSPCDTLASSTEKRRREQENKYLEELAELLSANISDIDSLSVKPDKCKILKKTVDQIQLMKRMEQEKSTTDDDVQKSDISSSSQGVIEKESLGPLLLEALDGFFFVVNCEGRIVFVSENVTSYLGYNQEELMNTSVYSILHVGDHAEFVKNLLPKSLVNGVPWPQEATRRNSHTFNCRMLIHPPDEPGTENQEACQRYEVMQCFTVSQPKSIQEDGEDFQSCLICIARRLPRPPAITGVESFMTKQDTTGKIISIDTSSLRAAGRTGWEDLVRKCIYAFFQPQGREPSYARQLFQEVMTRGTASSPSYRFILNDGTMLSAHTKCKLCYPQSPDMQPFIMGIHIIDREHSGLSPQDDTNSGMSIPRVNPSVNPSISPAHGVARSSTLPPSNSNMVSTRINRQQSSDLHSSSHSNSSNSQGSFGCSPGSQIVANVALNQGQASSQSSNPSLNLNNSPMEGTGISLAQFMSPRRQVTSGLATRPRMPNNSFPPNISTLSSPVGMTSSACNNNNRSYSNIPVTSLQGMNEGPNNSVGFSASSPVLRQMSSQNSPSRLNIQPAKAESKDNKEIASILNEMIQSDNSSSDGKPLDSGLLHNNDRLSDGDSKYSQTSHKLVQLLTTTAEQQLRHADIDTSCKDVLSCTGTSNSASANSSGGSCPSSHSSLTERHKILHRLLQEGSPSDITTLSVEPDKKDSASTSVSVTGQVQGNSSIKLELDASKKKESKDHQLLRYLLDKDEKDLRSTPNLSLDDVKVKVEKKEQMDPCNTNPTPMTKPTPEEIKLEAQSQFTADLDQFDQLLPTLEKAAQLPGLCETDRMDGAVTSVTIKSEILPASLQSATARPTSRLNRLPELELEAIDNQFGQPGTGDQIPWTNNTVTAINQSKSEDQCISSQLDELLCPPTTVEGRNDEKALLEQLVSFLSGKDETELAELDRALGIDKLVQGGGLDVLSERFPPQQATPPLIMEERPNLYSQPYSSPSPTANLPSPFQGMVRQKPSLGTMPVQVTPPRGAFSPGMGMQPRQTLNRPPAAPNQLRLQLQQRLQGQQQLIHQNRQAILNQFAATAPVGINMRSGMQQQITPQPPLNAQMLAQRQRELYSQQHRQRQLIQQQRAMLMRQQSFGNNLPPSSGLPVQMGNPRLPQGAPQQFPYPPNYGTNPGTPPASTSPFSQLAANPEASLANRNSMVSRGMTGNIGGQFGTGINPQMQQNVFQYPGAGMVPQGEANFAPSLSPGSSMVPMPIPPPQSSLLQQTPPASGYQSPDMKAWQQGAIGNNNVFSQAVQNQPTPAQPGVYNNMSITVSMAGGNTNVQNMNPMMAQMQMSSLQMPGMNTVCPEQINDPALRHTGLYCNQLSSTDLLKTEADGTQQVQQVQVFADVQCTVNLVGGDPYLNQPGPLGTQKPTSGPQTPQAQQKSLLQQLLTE
TROY NFkB inh = TROY signaling inhibition. AID 1347056. inhibition, % at 10 µM. Q293 LMP1-TROYcd NF-kB luciferase reporter, 4 h. hit rate 0.98% among 360,000;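 active = compounds whose plate-normalised and pattern-corrected inhibition of the luciferase reporter signal at the single screening dose is 50% or more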
Shn3 inh set2 = inhibitors of Schnurri-3 3'UTR reporter in osteoblasts; inhibition, % at 12.5 µM; Clone20 osteoblast Shn3 3'UTR firefly luciferase, 24 h; AID 588674; hit rate 0.52% among 360,000;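 active = mean inhibition of at least 75% with every replicate also reaching 75%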;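 note: 0% = median of neutral control wells and 100% = pilot-screen positive control compound; some compounds past the cut are filed as inactive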
* hit, by the source's call; · = no result given. This is a subset; rates above refer to the full screens.

SMILES	NR2F2 inh	NR5A2 inv ag	EBV LMP1 NFkB	SRC3 inh	CF NFkB block	KKLEB cytotox	TWEAK-Fn14 inh	TRAIL sens C8	NCOA1 inh	TROY NFkB inh	Shn3 inh set2
NC(=O)CCn1c(C(=O)c2cc(Cl)c(N)c(Cl)c2)c2ccccc2[n+]1[O-]	20	2	2	-5	6	6	8	-5	-20	-14	-9
O=C(Nc1ccccc1C(=O)OCc1nnc(-c2ccccc2)o1)c1ccco1	7	-2	4	-7	-14	6	-1	0	-6	-33	38
CCOc1cc(C#N)c(NC(=O)c2cccnc2)cc1OCC	-15	15	-17	16	7	-8	0	0	-7	6	1
CCOc1ccc(Nc2ncnc(N)n2)cc1	-17	-14	4	16	4	1	-9	2	-19	-31	-17
O=C(C1CCN(S(=O)(=O)c2ccccc2)CC1)N1CCN(Cc2ccc3c(c2)OCO3)CC1	3	13	13	-1	-12	4	-1	4	-11	-1	1
O=C(NC(=O)N1CCCCCC1)c1ccc(Cl)cc1	-9	-7	-2	19	13	-23	-12	-9	-89	-15	2
Cc1ccc(C)n1-c1cc([N+](=O)[O-])ccc1-n1ccnc1	5	-2	·	8	5	15	19	-9	-20	-20	-1
Cc1cccn2c(=O)c3cc(C(=O)N4CCOCC4)n(C)c3nc12	1	2	2	0	-2	0	3	-15	-15	-16	4
COc1ccc(OCC(=O)OCC(=O)Nc2ccc(S(=O)(=O)N3CCCCC3)cc2)cc1	8	10	-1	11	-9	7	22	6	8	·	8
O=C(CSc1nncn1-c1ccccc1)Nc1cc(F)ccc1F	12	-14	3	1	14	-3	22	19	4	13	-8
CCNS(=O)(=O)c1ccc(CCC(=O)Nc2ccc3c(c2)OCO3)cc1	-5	8	-10	0	2	-7	4	1	6	7	8
CCSc1nc(-c2ccccc2)cc(=O)[nH]1	-12	5	7	-1	-5	-3	-19	-13	-7	-24	-14
CCOC(=O)[C@@H]1[C@H]2COc3cc(OC)ccc3[C@@H]2N2C(=O)N(c3cccc(Cl)c3)C(=O)[C@@]12C	·	21	0	14	2	13	-12	-11	-10	-5	8
CN1CCN(S(=O)(=O)c2ccc(Oc3cccc(C(F)(F)F)c3)nc2)CC1	-3	26	-4	16	5	-9	-5	-9	-16	0	-20
CC(=O)Nc1ccc(S(=O)(=O)N[C@@H](C)C(=O)OCC(=O)NC2CCCC2)cc1	-16	1	-5	-7	0	-14	2	-22	-9	1	-19
Cc1ccc(NC(=O)C2(N3CCC3=O)CCCCC2)cc1	7	2	3	1	-6	8	-7	-10	2	10	-4
Cc1nnc(C)c2c(C)n(C(c3ccccc3)c3ccccc3)c(C)c12	-1	-10	-2	-36	2	5	-1	7	4	-2	23
CC(C)c1ccc(NC(=O)N2CCc3nc(NCc4cccc(Oc5ccccc5)c4)ncc3C2)cc1	24	13	·	7	16	-14	46	19	-15	24	71
O=C(c1ccc(Br)cc1)c1cc([N+](=O)[O-])ccc1N1CCOCC1	8	38	-1	22	25	-39	-12	2	0	5	4
O=C(O)CCn1c(-c2ccccc2)cc2c1CCCC2=O	-15	14	-3	-7	-3	1	17	-20	-13	0	-5
CCC(=O)Nc1nonc1-c1nc2ccccc2n1Cc1cccc2ccccc12	-14	7	1	7	0	-1	-58	16	-42	39	58
O=C(Cc1ccc(Cl)cc1)NC1CCCCCC1	-7	-30	-7	-44	5	7	-18	-3	-24	-54	-16
CC(=O)OC(COc1ccccc1)Cn1cnc2ccccc21 (stereo unspecified)	-14	6	-2	1	20	0	21	-4	-5	3	12
Cc1cc(C)cc(NC(=S)NCCSc2ccc(Cl)cc2)c1	8	-3	5	10	8	-16	7	-18	-7	32	-6
COc1ccc(-c2nnc(CSc3nc4ccccc4c(=O)n3CC(C)C)o2)cc1OC	19	4	15	15	14	2	-15	13	4	16	-3

Part of the list above, as a markdown table.
| SMILES | NR2F2 inh | NR5A2 inv ag | EBV LMP1 NFkB | SRC3 inh | CF NFkB block | KKLEB cytotox | TWEAK-Fn14 inh | TRAIL sens C8 | NCOA1 inh | TROY NFkB inh | Shn3 inh set2 |
| --- | --- | --- | --- | --- | --- | --- | --- | --- | --- | --- | --- |
| O=C(Nc1ccccc1C(=O)OCc1nnc(-c2ccccc2)o1)c1ccco1 | 7 | -2 | 4 | -7 | -14 | 6 | -1 | 0 | -6 | -33 | 38 |
| CCOc1cc(C#N)c(NC(=O)c2cccnc2)cc1OCC | -15 | 15 | -17 | 16 | 7 | -8 | 0 | 0 | -7 | 6 | 1 |
| CCOc1ccc(Nc2ncnc(N)n2)cc1 | -17 | -14 | 4 | 16 | 4 | 1 | -9 | 2 | -19 | -31 | -17 |
| O=C(C1CCN(S(=O)(=O)c2ccccc2)CC1)N1CCN(Cc2ccc3c(c2)OCO3)CC1 | 3 | 13 | 13 | -1 | -12 | 4 | -1 | 4 | -11 | -1 | 1 |
| O=C(NC(=O)N1CCCCCC1)c1ccc(Cl)cc1 | -9 | -7 | -2 | 19 | 13 | -23 | -12 | -9 | -89 | -15 | 2 |
| Cc1ccc(C)n1-c1cc([N+](=O)[O-])ccc1-n1ccnc1 | 5 | -2 | · | 8 | 5 | 15 | 19 | -9 | -20 | -20 | -1 |

Sorted by number of heavy atoms (largest number first): five of the compounds above.
SMILES	NR2F2 inh	NR5A2 inv ag	EBV LMP1 NFkB	SRC3 inh	CF NFkB block	KKLEB cytotox	TWEAK-Fn14 inh	TRAIL sens C8	NCOA1 inh	TROY NFkB inh	Shn3 inh set2
CC(C)c1ccc(NC(=O)N2CCc3nc(NCc4cccc(Oc5ccccc5)c4)ncc3C2)cc1	24	13	·	7	16	-14	46	19	-15	24	71
CN1CCN(S(=O)(=O)c2ccc(Oc3cccc(C(F)(F)F)c3)nc2)CC1	-3	26	-4	16	5	-9	-5	-9	-16	0	-20
CC(=O)OC(COc1ccccc1)Cn1cnc2ccccc21 (stereo unspecified)	-14	6	-2	1	20	0	21	-4	-5	3	12
Cc1cc(C)cc(NC(=S)NCCSc2ccc(Cl)cc2)c1	8	-3	5	10	8	-16	7	-18	-7	32	-6
Cc1ccc(NC(=O)C2(N3CCC3=O)CCCCC2)cc1	7	2	3	1	-6	8	-7	-10	2	10	-4

(continued)
SMILES	NR2F2 inh	NR5A2 inv ag	EBV LMP1 NFkB	SRC3 inh	CF NFkB block	KKLEB cytotox	TWEAK-Fn14 inh	TRAIL sens C8	NCOA1 inh	TROY NFkB inh	Shn3 inh set2
O=C(c1cc(-c2ccco2)nc2ccccc12)N(Cc1nnc(-c2ccc(Cl)cc2)o1)C1CC1	-17	41	2	6	-11	-9	-6	-6	3	-12	-5
CCOC(=O)c1c(C)nc2sc3c(=O)n(-c4ccc(C(C)=O)cc4)nnc3c2c1-c1ccc(OC)cc1	0	-7	31	-1	8	-26	-6	5	-12	30	1
Cc1cc(C)c(C)c(C(=O)C2OC(=O)C(C)(C)C(=O)C2(C)C)c1C (stereo unspecified)	2	-8	8	-12	2	13	23	-9	-7	-4	20
CCOC(=O)CSc1nnc(C)n1N	-1	1	4	22	-3	4	6	-3	13	-12	11
CC(C)C(NC(=O)c1ccco1)C(=O)OCC(=O)Nc1ccc(C(N)=O)cc1 (stereo unspecified)	1	2	4	-2	-28	5	-14	1	-6	11	-5
COc1ccc(NS(=O)(=O)c2cccc(C(=O)NCc3cccnc3)c2)cc1	5	7	4	3	-3	-18	-5	-3	-11	14	7
Cc1ccc(N=CNc2ccc(C)cc2C)c(C)c1	10	4	-8	20	-2	8	8	-14	-11	-5	7
CC(=O)c1ccc(Nc2nc(-c3sc(C)nc3C)cs2)cc1	-27	17	10	-18	-46	-14	56*	14	-31	17	-4
COc1ccccc1-n1c(-c2cc(-c3ccc(F)cc3)n[nH]2)n[nH]c1=S	-12	-3	-9	7	-1	9	11	0	1	0	2
CNC(=O)c1ccc(Nc2nc(-c3ccccc3)nc3ccccc23)cc1	-14	4	4	0	-17	-10	20	25	6	-7	4
O=C(NC(=S)NNC(=O)c1ccco1)c1ccc(F)cc1	-17	-19	2	-35	11	0	-32	-7	-15	-41	8
CC(C)(C)C(=O)CSc1ncccn1	6	-7	-9	13	7	-29	4	-3	6	-22	-4
Cc1cc(C(=O)OCC(=O)Nc2ccccc2C#N)c(C)o1	-15	-21	-4	-8	-8	-19	1	5	-15	-21	-9
COc1cc(CC(=O)NCc2ccccn2)cc(OC)c1OC	-2	-2	-1	13	-7	7	-10	-17	1	-1	-13
CCOC(=O)C1=C(N)OC2=C(C(=O)CCC2)C1c1ccccc1OC (stereo unspecified)	-10	5	-3	0	-6	12	-5	8	-10	-1	-29
O=C(CN1CCN(Cc2ccc(F)cc2)CC1)NCc1ccccc1	10	19	3	2	2	7	-15	3	-8	-1	-3
COc1ccc(CC(=O)N2CCC(n3nccc3NC(=O)C3CC3)CC2)cc1	-4	-4	-1	-6	-17	4	12	13	-11	-7	-5
COC(=O)C(CC(=O)c1ccccc1)CC(=O)c1ccccc1	7	-20	-12	-53	-6	-9	-13	9	-17	-8	-33
O=C(c1cccc(Cl)c1)N1CCC(=O)N([C@H](COCc2ccccc2)Cc2ccccc2)CC1	5	17	·	·	·	·	-3	-4	·	-10	·
Cc1cc(NC(=O)CCC(=O)N(Cc2ccccc2)C(C(=O)NC2CCCC2)c2ccc(C)o2)no1 (stereo unspecified)	19	4	-6	2	-12	0	12	-1	-13	5	8
CC(CCc1ccccc1)NC(=O)c1nnc(Cc2ccc(Cl)cc2)o1 (stereo unspecified)	-5	5	-7	12	-52	6	-36	8	-1	18	-7
O=C(Nc1ccnn1C1CCN(Cc2ccc(O)c(Cl)c2)CC1)C1CCCC1	-21	-8	3	4	16	-10	2	-2	3	8	1
CC(C)n1c(C(F)(F)F)nc2cc(C(=O)N3CCC(O)CC3)ccc21	11	9	7	16	-10	2	-5	-23	6	-8	6
O=C(NCC1CC1)C1(S(=O)(=O)c2ccccc2)CC=CC1	-3	11	-1	-13	0	9	1	0	-13	0	10
Cc1ccc(NC(=O)c2cc(S(=O)(=O)N3CCc4ccccc43)cn2C)cc1	-4	3	1	8	17	8	1	-2	-13	23	46
COc1ccc(NC(=O)CC2C(=O)N(C)C(=S)N2Cc2ccncc2)cc1 (stereo unspecified)	6	5	3	25	6	-1	-1	12	14	0	-7
CC(=O)Nc1ccc(NC2=CC(=O)CC(C)(C)C2)cc1	-10	5	-6	0	1	7	-5	-2	-10	2	3
N#CCC(=O)NC1CCC(CC2CCC(NC(=O)CC#N)CC2)CC1 (stereo unspecified)	11	6	-5	4	3	11	-2	27	-14	8	-8
O=c1n(S(=O)(=O)c2cccc3cccnc23)c2ccccc2n1S(=O)(=O)c1cccc2cccnc12	·	1	-2	-6	1	3	26	-12	5	0	24
O=C(CNC(=O)C1COc2ccccc2O1)Nc1ccc(F)c(F)c1 (stereo unspecified)	0	11	-2	4	14	-3	24	12	-26	0	9

Results in TROY NFkB inh, NR5A2 inv ag and Shn3 inh set2 (2 entries from above):
SMILES	TROY NFkB inh	NR5A2 inv ag	Shn3 inh set2
COc1ccc(NS(=O)(=O)c2cccc(C(=O)NCc3cccnc3)c2)cc1	14	7	7
Cc1ccc(N=CNc2ccc(C)cc2C)c(C)c1	-5	4	7
